DT40 TDP1 CPT: qHTS for Inhibitors of human tyrosyl-DNA phosphodiesterase 1 (TDP1): qHTS in cells in presence of CPT | AID 686979, 2013 | Potency, µM (top dose mostly 46.2 µM), for the others: at the highest dose activity change, negative = growth inhibition, most hits filed as inhibitors | hit rate 12% among 420,000 | chicken DT40 Tdp1-/-;hTDP1 cells + 20 nM CPT, ATP luminescence, 48 h; note: nearly all actives have a fitted effect of over 55% in size
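Chicken DT40 Tdp1-/- cells stably complemented with human TDP1 were seeded at 400 cells/well in medium containing 20 nM camptothecin, exposed to pin-transferred compounds, and grown at 37 °C for at least 48 hr. Viability was read as ATP luminescence.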
DT40 TDP1 no CPT: qHTS for Inhibitors of human tyrosyl-DNA phosphodiesterase 1 (TDP1): qHTS in cells in absence of CPT; Potency, µM (series often up to 46.2 µM), for inactives: top-dose activity change, negative = growth inhibition, actives largely listed as inhibitors; DT40 Tdp1-/- hTDP1 cells, no CPT, ATP luminescence, 48 h; hit rate 15% among 420,000; AID 686978, 2013; note: nearly all actives have a fitted effect of over 55% in size
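A cellular qHTS used chicken DT40 cells lacking endogenous Tdp1 but carrying stably transfected human TDP1. Compounds were applied without camptothecin, and cell growth kinetics were judged by ATP-dependent luminescence after ≥48 hr.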
TDP1 inh: qHTS Assay for Inhibitors of Tyrosyl-DNA Phosphodiesterase (TDP1); Tyrosyl-DNA phosphodiesterase 1 (Homo sapiens), Q9NUW8; recombinant TDP1, AlphaScreen DNA substrate cleavage; Potency, µM (titrated, usually from 130 µM), without a hit: at the highest dose activity change, negative = inhibition, hits mostly inhibitors; hit rate 0.28% among 350,000; note: nearly all actives have a fitted effect of over 40% in size
Target sequence (Q9NUW8 whole entry, looked up): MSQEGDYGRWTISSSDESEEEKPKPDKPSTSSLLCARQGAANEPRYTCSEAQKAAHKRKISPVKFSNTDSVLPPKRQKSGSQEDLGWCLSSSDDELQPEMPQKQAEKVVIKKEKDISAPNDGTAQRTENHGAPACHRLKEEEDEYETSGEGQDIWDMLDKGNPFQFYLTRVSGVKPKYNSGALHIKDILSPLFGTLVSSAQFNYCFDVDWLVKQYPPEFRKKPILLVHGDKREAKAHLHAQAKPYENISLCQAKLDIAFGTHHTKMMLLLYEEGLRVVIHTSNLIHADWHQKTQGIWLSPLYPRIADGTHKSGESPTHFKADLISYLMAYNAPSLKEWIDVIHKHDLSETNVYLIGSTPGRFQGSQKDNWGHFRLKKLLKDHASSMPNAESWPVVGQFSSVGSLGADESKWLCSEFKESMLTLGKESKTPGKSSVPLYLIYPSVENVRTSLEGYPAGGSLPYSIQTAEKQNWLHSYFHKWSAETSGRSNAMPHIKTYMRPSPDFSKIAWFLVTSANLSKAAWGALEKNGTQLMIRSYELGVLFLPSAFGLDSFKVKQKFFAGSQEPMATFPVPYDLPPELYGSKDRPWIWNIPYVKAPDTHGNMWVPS
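Here, a 5' biotin and 3' phosphotyrosine-FITC DNA oligonucleotide reports Tdp1 activity: intact substrate bridges AlphaScreen beads, while cleavage leaves a 3' phosphate and drops signal. All incubations at room temperature.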
Numbers without * were called inactive; u = inconclusive; x = no result given; & = joins results of further samples; [ ] = another dose, or the depositor's remark. Calls come from the whole dose curve; as a rule, active = well fitted curve in the direction sought with a large enough effect; inconclusive = small, poorly fitted or top-dose-only effect, or another doubt; inactive = no such curve, though single readings can be large; an effect the other way counts as inactive or inconclusive. % is set by controls: 0 for no effect and ±100 for the full control effect; potency is the fitted concentration of half-maximal effect.

SMILES | DT40 TDP1 CPT | DT40 TDP1 no CPT | TDP1 inh
Cc1ccc(NC(=O)c2ccc(S(=O)(=O)NCc3ccco3)cc2)cc1 | -27% | -12% | 13%
Cc1cc(C)c(O)c(-c2cc(C(=O)Nc3c(C)n(C)n(-c4ccccc4)c3=O)[nH]n2)c1 | u | -15% | 0%
CC(C)c1ccccc1NS(=O)(=O)N(C)C | -11% | -2% | -8%
COc1cccc(CNC(=O)c2cnn(-c3ncc4c(n3)-c3ccccc3CCC4)c2C)c1OC | u | -22% | x
Cc1cccc(NC(=O)CCC(=O)NCCO)c1 | 6% | 4% | 0%
COc1cc(C(C)=O)ccc1Oc1cc(NN2CCCCC2)c([N+](=O)[O-])cc1[N+](=O)[O-] | 23µM* | u | x
COc1ccc(OC)c(NC(=S)N2CCN(C(=O)C3CCCO3)CC2)c1 (configuration not stated) | 4% | 15% | 2%
c1ccc2c(c1)NCC1CCCN21 (configuration not stated) | 21µM* | 16µM* | x
CCOc1ccc(S(=O)(=O)N2CCCC(C(=O)N3CCOCC3)C2)cc1 (configuration not stated) | 0% | -25% | 7%
COc1cccc(NC(=O)C2CCN(S(C)(=O)=O)CC2)c1 | 4% | -2% | 7%
Cc1cc(NC(=O)c2cc(-c3ccc(C)s3)nc3ccccc23)no1 | u | u | -6%
Cc1oc(C(=O)O)cc1COc1ccc2c3c(c(=O)oc2c1C)CCC3 | -28% | 4% | x
CCc1ccc(S(=O)(=O)Nc2ccccn2)cc1 | 4% | 2% | x
Clc1ccc2nc(C3CCN(Cc4nnnn4C4CCCCC4)CC3)[nH]c2c1 | u | u | -1%
COc1ccc(C2CC(=O)Oc3cc(O)ccc32)cc1 (configuration not stated) | 14% | -5% | 0%[56.1 µM]

The final 3 entries of the section before come first, to join the parts:
SMILES | DT40 TDP1 CPT | DT40 TDP1 no CPT | TDP1 inh
CCc1ccc(S(=O)(=O)Nc2ccccn2)cc1 | 4% | 2% | x
Clc1ccc2nc(C3CCN(Cc4nnnn4C4CCCCC4)CC3)[nH]c2c1 | u | u | -1%
COc1ccc(C2CC(=O)Oc3cc(O)ccc32)cc1 (configuration not stated) | 14% | -5% | 0%[56.1 µM]
Cc1cc(NC(=O)CSc2nc(=O)cc(N)n2-c2ccc(Cl)cc2)no1 | -5% | -3% | 0%
O=C(O)C1Cn2c(nc3c(c2=O)C2(CCCC2)Cc2ccccc2-3)S1 (configuration not stated) | 10% | 15% | 5%
CCc1ccccc1Nc1nc(N)nc(CSc2nnnn2C)n1 | 18% | 7% | 1%
O=C(NCC(c1ccco1)N1CCCC1)c1cccc(S(=O)(=O)N2CCOCC2)c1 (configuration not stated) | 0% | 11% | -3%[56.1 µM]
COc1ccc2c(c1)CC1c3c(cc4c(c3-2)OCO4)CC[N+]1(C)[O-] (configuration not stated) | u | u | -2%
COc1cc(C(=O)NCCC(=O)NCCCN2CCCCC2C)cc(OC)c1OC (configuration not stated) | u | 0% | 2%
O=C(CCS(=O)(=O)c1ccc2c(c1)NC(=O)CO2)NCCc1ccc(Cl)cc1 | -4% | -12% | 2%
CCOC(=O)C1=C(COC(=O)CCS(=O)(=O)c2ccc(C)cc2)NC(=O)NC1C (configuration not stated) | u | -24% | -1%
CC1(C)C2CC=C(/C=N/NC(=O)c3ccccc3O)C1C2 (configuration not stated) | -2% | -7% | 2%
COc1ccc(N(Cc2cc3cc(OC)ccc3[nH]c2=O)C(=O)C2CCCO2)cc1 (configuration not stated) | -28% | -19% | 4%
CCCN=C(C)C1=C(O)c2ccccc2C1=O | -5% | u | 0%
Cc1cccc2c1CC(C)(C)NC2=C(C#N)C#N | 6% | -26% | -5%
O=C(CCS(=O)(=O)c1ccccc1)Nc1nc2cc3c(cc2s1)OCO3 | u | u | -4%
COc1ccc(CCNC(=S)N2CCN(S(=O)(=O)c3ccc(C)cc3)CC2)cc1 | 0% | -10% | 0%
CCOc1ccc(NC(=O)COC(=O)C2COc3ccccc3O2)cc1 (configuration not stated) | -30% | -6% | x
O=C(Cn1c(=O)n(Cc2ccc3c(c2)OCO3)c(=O)c2ccccc21)N1CCCc2ccccc21 | u | u | 3%[56.1 µM]
C/C(=N\NC(=O)c1ccncc1)c1cc2ccccc2o1 | 30%[activator] | 0% | 3%
O=C(COC(=O)CCc1c[nH]c(=O)[nH]1)Nc1ccccc1Cl | -1% | -4% | 6%
Cc1onc(-c2ccccc2)c1C(=O)N1CCc2ccccc21 | u | u | 0%
CCOc1c2ccc(C(=O)NCc3ccco3)cc2nn1CC | -3% | -5% | 0%
Cc1ccc(NCC(=O)N/N=C/c2cccc(Oc3ccccc3)c2)cc1 | u | u | 3%
O=C(C[C@@H]1C/C=C\C[C@H](Cc2ccc(F)cc2)C(=O)OCCNC1=O)N[C@H](CO)Cc1ccccc1 | u | 16µM* | 1%
CCc1c(C)nc2c(-c3ccccc3)c(C)nn2c1Nc1ccc(NC(C)=O)cc1 | -9% | u | 1%
O=S(Cc1ccc(Cl)cc1)c1ncc(CO)n1Cc1ccccc1 (configuration not stated) | -19% | -24% | -4%
CC(=O)c1c(C)[nH]c(=S)c(C#N)c1-c1ccc(Cl)cc1 | 5% | -2% | 8%
COc1ccc(C(C)(C)C)cc1NC(=O)CN(C)C1=NS(=O)(=O)c2ccccc21 | u | u | x
Cn1nc(C#N)c(=O)[nH]c1=O | 8% | 6% | x
N#Cc1ccc(C(=O)N2CCN(S(=O)(=O)c3ccc(Cl)s3)CC2)cc1 | u | u | 0%
CC(=O)c1ccc(NC(=O)c2ccc(-c3ccc(Cl)cc3)o2)cc1 | u | u | 0%[12.3 µM]
CCOc1ccccc1N=C1SC(CC(=O)Nc2ccc(OC)cc2OC)C(=O)N1CCC1=CCCCC1 (configuration not stated) | u | u | 2%
COc1ccc(OC)c(S(=O)(=O)N2CCN(CC(O)COc3ccccc3)CC2)c1 (configuration not stated) | -1% | -28% | 6%
Cc1ccc(C(C)C)c(OCC(=O)NN2C(=O)c3ccccc3C2=O)c1 | -18% | u | 2%
Cc1ccc(S(=O)(=O)N2CCOCC2)cc1C(=O)OCC(=O)NC1CCCC1 | -11% | -5% | -4%
C=CCOC(=O)C1=C[C@@H](c2ccc(C(F)(F)F)cc2)[C@H](CCCO)[C@@H](OCC)O1 | 23µM* | 12µM* | 1%
COc1ccc(C(=O)Nc2nc(C)c(C(C)=O)s2)cc1S(=O)(=O)N1CCOCC1 | 4% | 25% | 0%
CC(C)c1ccc(C(=O)N2CCCN(C(=O)c3ccc(C(C)C)cc3)CC2)cc1 | -24% | 0% | 2%
Cc1ccc(-n2nc(CO)c(C(=O)NCCCc3ccccc3)n2)cc1C | -19% | -24% | 9%
COC(=O)Cn1cnc2c(nnn2-c2ccc(F)cc2)c1=O | 2% | 9% | x
CSc1nnc(Cn2c(=O)sc3ccccc32)n1-c1cccc(Cl)c1 | u | u | 1%
Cc1nc(COC(=O)c2c(C)nn(-c3ccccc3)c2C)cs1 | -4% | -14% | 2%
N#CCCN(C(=O)COc1ccc(F)cc1Br)c1ccccc1F | -19% | -18% | 0%
Cc1ccc(S(=O)(=O)c2c(C)cc(C)nc2Cl)c(C)c1 | -17% | u | 0%
COCCCNC(=O)c1sc2ncn(CC(=O)Nc3ccc(C)c(Cl)c3)c(=O)c2c1C | u | 21µM* | -1%
CN(C)S(=O)(=O)c1ccc(Cl)c(C(=O)NC2CCN(Cc3ccccc3)C2)c1 (configuration not stated) | -9% | u | 0%
O=C(CN1CCN(c2ccccc2O)CC1)NC(=O)NC1CCCC1 | -16% | u | 5%
O=C1NC(=Nc2ccccc2)S/C1=C\c1cccn1-c1ccccc1 | 9.2µM* | 21µM* | 8%
CCOC(=O)C1=CN(C(C)C)CCC1=O | -3% | -7% | x
CCCn1cnc2cc(NC(=O)c3cccs3)ccc21 | -10% | -2% | 1%
CN(CC(=O)NCc1ccc(Cl)cc1)S(=O)(=O)c1cccs1 | -2% | -23% | -2%
Fc1ccc(-c2ccc(Nc3cccc(F)c3)nn2)cc1 | -20% | -15% | -2%
Cc1c(-c2ccccc2)c(P(=O)(N2CCOCC2)N2CCOCC2)c2ccccn12 | 26µM* | u | 2%
O=C(c1cccc(F)c1)N1CCCc2ccccc21 | -23% | -7% | x
COc1ccc(C(=O)c2ccc(N(C)C)cc2)c(OC)c1 | 3.2µM* | 2.8µM* | 4%
COc1ccc(-c2nc(-n3c(C)c(C(C)=O)c(C(C)=O)c3C)sc2C)cc1 | 21µM* | 23µM* | 2%
N#Cc1ccc(CSc2nnc(-c3cccc(S(=O)(=O)N4CCCCC4)c3)o2)cc1 | u | u | 3%
Cc1nn(CC(=O)NCC(C)c2ccccc2)c(=O)c2cccn12 (configuration not stated) | 4% | 4% | 4%
CC(O)[C@H]1CNC(=O)C(=O)N1CCc1cccc2ccccc12 (some centres not stated) | -1% | -10% | -1%
O=C(CNC(=O)/C=C/c1ccco1)N=Nc1c(O)[nH]c2ccccc12 | 7% | -22% | 40µM*
CN(C)c1ccc(CNC(=O)CN(C)S(=O)(=O)c2cccc3cccnc23)cc1 | 3% | -2% | 4%
O=C(Nc1ccc2nc3n(c(=O)c2c1)CCCCC3)C(=O)N1CCN(c2ccccc2)CC1 | -19% | u | x

Reprinted from the part before: two entries, followed by the next part.
SMILES | DT40 TDP1 CPT | DT40 TDP1 no CPT | TDP1 inh
CN(C)c1ccc(CNC(=O)CN(C)S(=O)(=O)c2cccc3cccnc23)cc1 | 3% | -2% | 4%
O=C(Nc1ccc2nc3n(c(=O)c2c1)CCCCC3)C(=O)N1CCN(c2ccccc2)CC1 | -19% | u | x
Cc1cc(C)c(NC(=O)CSc2nncn3c2cc2oc(C)cc23)c(C)c1 | 3% | -25% | 5%
COc1ccc(Br)cc1S(=O)(=O)n1ccnc1C | -13% | -4% | -2%
O=C(NNS(=O)(=O)c1ccc(F)cc1)c1ccc([N+](=O)[O-])cc1 | 14% | -30% | x
Nc1c(C(=O)Nc2ccccc2Br)sc2nc(-c3cccs3)ccc12 | u | u | x
CC1CCCC(C)N1C(=O)COc1cccc(Oc2ccccc2)c1 (configuration not stated) | u | u | -14%
CC(=O)Nc1cc(-c2nc3ccccc3s2)ccc1C | -22% | -12% | -3%[12.3 µM]
Cc1cccc(N2CCN(C(=O)c3ccc(Nc4nc5ccccc5n5nnnc45)cc3)CC2)c1C | 32%[activator] | -10% | -2%
CCn1c(SCC(=O)NNC(=O)c2ccc(OC)cc2)nnc1C(C)C | -2% | 21µM* | 6%
COCC1CCCN(Cc2ccc3c(c2)CN(C(=O)c2cc(-c4ccccc4)n[nH]2)CCO3)C1 (configuration not stated) | u | u | x
COc1cccc(NC(=O)C(C)SCc2ccccc2)c1 (configuration not stated) | -10% | -17% | -11%
COc1ccc(C(CNC(=O)c2c(C)nn(Cc3ccc(C)cc3)c2Cl)N2CCOCC2)cc1 (configuration not stated) | u | 23µM* | 1%
CCOc1ccc(-c2nc(N)ncc2-c2ccc(Cl)cc2)c(O)c1 | u | u | x
Cc1oc(-c2ccc(Cl)cc2)nc1CSCC(=O)NCc1ccccc1Cl | u | u | 12%
COc1ccc(NC(=O)CSc2nccn2Cc2ccco2)cc1OC | -28%&-23% | -15%&-26% | 5%&5%
CC(C)Oc1ccc(CN=C(N)N=C(N)N)cc1Cl | u | 13µM* | -1%
COc1ccc(OC)c(-c2cc(C(=O)N3CCN(c4ncccn4)CC3)c3ccccc3n2)c1 | 16µM* | 18µM* | 2%
O=C(N/N=C/c1ccc(O)cc1O)C1CC1 | 4% | 9% | x
Nc1c(Cl)c(Cl)nc(C(=O)OCC(=O)NCc2ccccc2)c1Cl | -15% | -29% | 0%
O=C(NNC(=O)c1cc([N+](=O)[O-])ccc1Cl)c1cccnc1 | -1% | 18% | 5%

Five compounds already listed, arranged by molar mass, rising.
SMILES | DT40 TDP1 CPT | DT40 TDP1 no CPT | TDP1 inh
O=S(Cc1ccc(Cl)cc1)c1ncc(CO)n1Cc1ccccc1 (configuration not stated) | -19% | -24% | -4%
Cc1ccc(NC(=O)c2ccc(S(=O)(=O)NCc3ccco3)cc2)cc1 | -27% | -12% | 13%
O=C(CCS(=O)(=O)c1ccccc1)Nc1nc2cc3c(cc2s1)OCO3 | u | u | -4%
COc1ccc(C(C)(C)C)cc1NC(=O)CN(C)C1=NS(=O)(=O)c2ccccc21 | u | u | x
COc1cc(C(=O)NCCC(=O)NCCCN2CCCCC2C)cc(OC)c1OC (configuration not stated) | u | 0% | 2%

Screens: PubChem, National Center for Advancing Translational Sciences (NCATS)
